High-throughput results: PubChem BioAssay, several laboratories
VIM-2 inh – inhibitors of Pseudomonas aeruginosa VIM-2 metallo-beta-lactamase | purified VIM-2, nitrocefin hydrolysis, epi-absorbance fluorescence | 0.89% of 290,000 active | AID 1527 | inhibition, % at 5.6 µM;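 active = inhibition above the mean of all tested compounds plus 3 SD, cutoff set per screening run, cut at about 7.5% in these data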;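 note: red hydrolysis product quenches plate fluorescence so inhibitors raise well fluorescence; 0% = enzyme with DMSO and 100% = DMSO without enzyme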
IMP-1 inhibitor – blocks Pseudomonas aeruginosa IMP-1 metallo-beta-lactamase; purified IMP-1, nitrocefin hydrolysis, epi-absorbance fluorescence; inhibition, % at 5.6 µM; 0.45% of 290,000 active; AID 1556;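 active = inhibition above the mean plus 3 SD of all compounds in the same screening run, cut at about 4.5% in these data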;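 note: 0% = IMP-1 with DMSO and 100% = DMSO wells lacking enzyme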
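System: purified recombinant IMP-1 beta-lactamase. Medium: Zinc- and detergent-supplemented HEPES buffer, pH 7.1. Compound: one 5.6 µM dose […]. Schedule: 15 min preincubation plus 25 min reaction at 25 °C. Technique: Epi-absorbance fluorescence, 480 nm excitation, 530 nm emission.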
DNA FID counter – counter-screen for HCV NS3 helicase inhibitors: DNA intercalator displacement; DNA fluorescent intercalator displacement, fluorescence; inhibition, % at 7.9 µM; 0.17% of 290,000 active; in the data active = inhibition above about 37%;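 note: 0% = vehicle and 100% = reference compound; higher means more ethidium bromide displaced from hairpin DNA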
PHOSPHO1 inh – inhibitors of human PHOSPHO1 phosphatase; recombinant PHOSPHO1, absorbance phosphatase assay; inhibition, % at 13.3 µM; 1.1% of 290,000 active; Q8TCT1; AID 1565; in the data active = inhibition above about 60%
GalR3 antag – human GalR3 antagonism. O60755. 0.44% of 360,000 active. AID 651719. HEK293 GalR3-CNG cAMP membrane potential fluorescence; galR3 body fused to GalR1 C-terminus. inhibition, % at 3 µM;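 active = inhibition above the screen-wide average plus 3 SD, cut at about 13% in these data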;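 note: forskolin and galanin both at EC90 stimulate the cells; cAMP rise reported by CNG channel membrane potential dye signal; 0% = forskolin plus galanin with DMSO and 100% = forskolin alone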
GPR7 antag – antagonists of human GPR7 (neuropeptides B/W receptor 1); GPR7-expressing cells, fluorescence antagonist assay; 1.1% of 290,000 active; inhibition, % at 4.4 µM; P48145; AID 1861; in the data active = inhibition above about 16%, passing the limit was not always enough;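 note: cells stimulated with the agonist NPW; 0% = agonist with vehicle and 100% = vehicle without agonist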
OXTR agonist – activates the human oxytocin receptor; P30559; CHO-OTR cells, Fluo-8 calcium fluorescence; normalized: DMSO 0%, oxytocin 100%; activation, % at 3 µM; 0.32% of 320,000 active; AID 2435;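 active = activation above the mean of all tested compounds plus 3 SD, cutoff set per screening run, cut at about 20% in these data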;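 note: peak over basal fluorescence ratio from a 100 s FLIPR kinetic read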
Target sequence (P30559 whole entry, looked up): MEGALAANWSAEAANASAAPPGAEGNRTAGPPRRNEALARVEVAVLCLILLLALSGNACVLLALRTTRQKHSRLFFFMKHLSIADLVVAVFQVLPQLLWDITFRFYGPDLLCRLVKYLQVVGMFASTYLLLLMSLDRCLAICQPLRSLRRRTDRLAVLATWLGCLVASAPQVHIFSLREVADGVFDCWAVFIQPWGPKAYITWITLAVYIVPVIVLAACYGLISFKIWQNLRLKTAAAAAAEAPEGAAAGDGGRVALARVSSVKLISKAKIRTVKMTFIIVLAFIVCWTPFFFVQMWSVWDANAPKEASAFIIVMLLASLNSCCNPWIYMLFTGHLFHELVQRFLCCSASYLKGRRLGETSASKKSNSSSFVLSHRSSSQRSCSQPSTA
V1aR counter – V1a receptor agonism, counter-screen for OXTR agonists. activation, % at 3 µM. CHO-V1R cells, Fluo-8 calcium fluorescence, agonist mode; 0% DMSO, 100% 3 nM vasopressin. 0.25% of 320,000 active;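 active = activation above the mean activation of all tested compounds plus 3 SD, per screening run, cut at about 20% in these data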;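 note: signal is peak over basal fluorescence ratio across a 100 second FLIPR read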
Target sequence (P37288 whole entry, looked up): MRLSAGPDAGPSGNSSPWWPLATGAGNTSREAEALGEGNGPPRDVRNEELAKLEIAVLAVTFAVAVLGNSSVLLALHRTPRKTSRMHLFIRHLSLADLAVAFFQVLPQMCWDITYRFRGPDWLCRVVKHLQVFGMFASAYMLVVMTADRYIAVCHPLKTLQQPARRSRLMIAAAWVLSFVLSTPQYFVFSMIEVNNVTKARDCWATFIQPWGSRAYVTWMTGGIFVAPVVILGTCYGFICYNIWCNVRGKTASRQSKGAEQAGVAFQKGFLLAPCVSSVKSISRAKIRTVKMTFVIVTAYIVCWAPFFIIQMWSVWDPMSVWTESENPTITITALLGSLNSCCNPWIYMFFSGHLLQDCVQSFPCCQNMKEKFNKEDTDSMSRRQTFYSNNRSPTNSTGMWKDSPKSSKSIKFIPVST
NS3 helicase inh – inhibitors of Hepatitis C virus NS3 helicase; NS3 helicase DNA unwinding, Cy5 molecular beacon fluorescence; inhibition, % at 10.9 µM; 0.56% of 290,000 active;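 active = inhibition above the mean of all tested compounds plus 3 SD, set per campaign, cut at about 35% in these data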;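 note: 0% = DMSO wells and 100% = thioflavine S control wells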
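Material: hepatitis C virus NS3 helicase domain fragment enzyme; measured by: Cy5 fluorescence, 0 and 60 min reads; control set: DMSO and thioflavine S; incubation: 60 min unwinding reaction at 25 °C after ATP addition; read-out basis: % inhibition from 60/0 min fluorescence ratio, DMSO 0%, thioflavine S 100%; repeats: singlicate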
* hit, by the source's call; / = not tested or not shown. This is a random part of the collection (roughly 4.3% active in at least one column).

SMILES	VIM-2 inh	IMP-1 inhibitor	DNA FID counter	PHOSPHO1 inh	GalR3 antag	GPR7 antag	OXTR agonist	V1aR counter	NS3 helicase inh
COc1ccc(C(C(=O)NC2CCCC2)N(Cc2cccnc2)C(=O)Cc2cccs2)cc1OC (stereo unspecified)	-0.5	-1.3	-21	12	5	-7	0.7	3.2	6
Cc1ccccc1NC(=O)C1CCCN(C(=O)Nc2ccc(F)cc2)C1 (stereo unspecified)	-1.6	-5.3	-6	22	-7	-12	-0.5	2.2	3
COc1cc2[nH]c(=S)n(CCN3CCOCC3)c(=O)c2cc1OC	-2.4	0.0	-9	-3	2	0	-0.4	-1.1	5
Cc1ccc(C)c(CSC2=NCCN2S(=O)(=O)c2ccccc2)c1	0.5	-0.7	-15	34	-3	-20	1.6	1.0	-15
O=C(NC12CC3CC(CC(C3)C1)C2)C1CC(=O)N(c2ccc(Br)cc2)C1 (stereo unspecified)	-0.8	-4.0	-3	14	/	-2	-1.2	-0.1	4
O=C(Cc1ccc(F)cc1)NCC1CCCO1 (stereo unspecified)	-2.2	-3.8	1	12	-6	0	0.5	0.4	4
O=C(c1ccc(Cl)c(Cl)c1)N1CCN(Cc2ccc3c(c2)OCO3)CC1	-1.7	-1.5	-26	36	-11	6	-2.0	-0.9	-1
O=C(CN1C(=O)NC(Cc2ccccc2)C1=O)Nc1ccc(F)cc1 (stereo unspecified)	-0.6	-0.7	-2	-9	-6	2	0.2	0.0	-12
Cn1nnnc1Sc1ncnc2scc(-c3ccc(F)cc3)c12	-3.3	-2.3	-12	-8	0	-8	-2.1	-1.1	-1
CCN(CC)CCN(Cc1cc2cc3c(cc2[nH]c1=O)OCCO3)C(=O)NC1CCCCC1	-2.3	0.3	-1	-7	-4	2	0.4	0.3	4
CC(C)(O)C#Cc1ccc(C(=O)NCCc2ccc(S(N)(=O)=O)cc2)cc1	-1.7	-1.4	-6	37	-1	14	-0.1	0.8	0
CCOc1cc(/C=N/NC(=O)C(C)Sc2ccccc2)ccc1O (stereo unspecified)	-6.2	-4.2	6	45	-6	-13	-0.7	0.4	5
Cc1ccc(C(=O)CSc2nc3ccccc3c(=O)[nH]2)cc1C	0.8	0.3	-8	26	-8	-9	-1.6	-0.6	-10
COc1ccc(OCc2cc(C(=O)NC3CCOCC3)no2)c2ccccc12	-0.6	-0.8	-40	12	0	1	0.8	0.9	-14
COc1ccccc1N(C)S(=O)(=O)c1ccc(C(=O)OCC(=O)N2CCC2)cc1	0.4	-2.4	-16	8	-3	2	0.4	1.7	-12
CC(=O)n1nc(-c2ccc(C)cc2)nc1NCc1ccco1	-3.3	-4.3	13	-22	0	1	/	/	6
COc1ccc2c(CC(=O)OCC(=O)Nc3ccc(S(N)(=O)=O)cc3)coc2c1	0.4	-1.7	-7	20	-7	-8	0.3	0.8	4
COc1ccccc1N1CCN(CC(=O)NCC2CCCO2)CC1 (stereo unspecified)	-0.4	-3.4	3	-13	0	-9	1.7	0.8	-8
CC(=O)Nc1ccc(Nc2cc(C(C)C)nc3c(-c4ccccc4)c(C)nn23)cc1	-3.3	-4.5	-13	20	-2	-17	2.7	0.4	-30
Cc1ccc2[nH]c(=O)c(CN(CC3CCCO3)C(=S)Nc3ccccc3)cc2c1 (stereo unspecified)	-0.7	-2.1	-3	1	-3	-3	-1.9	-0.1	-3
O=C(O)c1ccccc1C(=O)c1ccc(Sc2ccc(Cl)cc2)c([N+](=O)[O-])c1	-0.9	-0.3	10	25	-3	-10	-3.5	-0.1	-5
O=C(O)c1ccc(N2C(=O)/C(=C/C=C/c3ccccc3)SC2=S)cc1	-2.1	-1.2	-21	30	-2	-5	2.1	-0.5	27
O=C(Nc1ccc(F)c(Cl)c1)NC1CC1	-2.0	-2.1	1	30	-6	-17	0.1	1.8	-4
CCOc1ccc(C(=O)NCc2ccc3c(c2)OCO3)cc1OCC	0.9	-3.4	-16	25	-7	-15	-1.9	0.2	-2
COCCN(C(=O)CN1CCN(S(=O)(=O)c2ccc(F)cc2)CC1)c1c(N)n(Cc2ccccc2)c(=O)[nH]c1=O	-0.7	-2.6	-12	-8	-3	-8	-1.0	0.0	-2
Cc1ccc(N2CC(C(=O)Nc3cccnc3)CC2=O)cc1C (stereo unspecified)	0.5	-1.3	-12	36	-5	-5	0.8	1.2	-4
Cc1noc(NS(=O)(=O)c2ccc(NC(=O)CCC3CCCC3)cc2)c1C	-4.1	-4.8	-46	12	-3	-17	-0.6	0.3	5
Nc1nonc1-c1nc2ccccc2n1Cc1ccc(F)cc1Cl	-4.8	-5.3	3	-117	-3	-16	1.0	-0.1	-1
COc1ccccc1CNC(=O)CN(C)S(=O)(=O)c1cccc2cccnc12	-2.0	-0.5	-21	42	-3	2	0.3	-1.2	-7
Nc1c(Cl)ncnc1N1CCCC1	-4.0	-1.9	8	23	-8	2	0.9	1.4	-6
COc1cccc(CCNC(=O)CCc2nnc(Cc3cc(OC)ccc3OC)o2)c1	-0.3	1.6	-34	14	0	-3	-0.5	0.6	-9
CCCCP(=O)(CCCC)c1ccccc1C(=O)O	-2.7	-1.8	-4	-14	2	1	0.5	0.6	-4
COCCCNC(=O)CSc1c2c(nc3ccc(Cl)cc13)CCCC2	-3.6	-2.3	-27	2	-2	-14	-0.3	0.3	22
Nc1nc(SC23CC4CC(CC(C4)C2)C3)ns1	-1.6	0.3	0	30	-7	1	0.9	0.3	1
CC(C)(C)c1ccc(/C=C/C(=O)NC2=NCCS2)cc1	-3.5	-2.0	-9	46	-4	3	-0.1	0.1	-6
O=C(c1ccc(Cl)cc1[N+](=O)[O-])N1CCN(c2ccccn2)CC1	0.2	-2.6	-6	44	-2	1	0.2	0.7	-14
COc1ccc(NC(=O)c2nc[nH]c2C(=O)N2CCN(c3ccccc3)CC2)cc1	/	/	/	34	-2	/	2.7	-0.1	/
Cc1nc2n(COCCO)cnn2c(=O)c1Br	-3.0	-4.7	-2	28	-7	-7	-0.1	-0.1	-1
CCC(=O)c1cc2c(cc1NC(=O)c1ccc(C)cc1)OCCO2	-2.9	-2.7	-3	2	-5	-15	-0.3	0.2	2
NNC(=O)c1ccc(COc2ccc3c(c2)CCC3)cc1	-5.2	-5.0	-3	6	5	-3	-0.4	0.8	-7
O=C(O)/C=C/C(=O)Nc1ccccc1C(=O)OCC(=O)c1ccc2c(c1)OCCO2	-3.9	-0.8	-4	6	0	9	3.7	2.2	-3
CCCCSCc1nc2ccccn2c1Br	0.3	-2.9	-5	-108	-4	-15	-0.7	0.2	5
CC(C)NC(=O)NC(=O)COC(=O)c1cccc(OC(F)F)c1	-3.3	-2.1	-13	20	-5	-10	-1.0	0.2	-8
O=C(Cn1nnc(-c2ccc(Cl)cc2)n1)NCCC1=CCCCC1	-2.3	-2.6	-1	-2	-3	-4	-1.1	-0.3	2
Cc1nn(Cc2ccccc2)c(C)c1NC(=O)CCCn1nc(C)c([N+](=O)[O-])c1C	-3.4	-3.5	-17	-17	-8	0	-1.0	0.3	-2

Three records picked at random from the list so far:
SMILES	VIM-2 inh	IMP-1 inhibitor	DNA FID counter	PHOSPHO1 inh	GalR3 antag	GPR7 antag	OXTR agonist	V1aR counter	NS3 helicase inh
CC(C)NC(=O)NC(=O)COC(=O)c1cccc(OC(F)F)c1	-3.3	-2.1	-13	20	-5	-10	-1.0	0.2	-8
Cc1nc2n(COCCO)cnn2c(=O)c1Br	-3.0	-4.7	-2	28	-7	-7	-0.1	-0.1	-1
O=C(Cn1nnc(-c2ccc(Cl)cc2)n1)NCCC1=CCCCC1	-2.3	-2.6	-1	-2	-3	-4	-1.1	-0.3	2

The list continues.
SMILES	VIM-2 inh	IMP-1 inhibitor	DNA FID counter	PHOSPHO1 inh	GalR3 antag	GPR7 antag	OXTR agonist	V1aR counter	NS3 helicase inh
OCCC1CN(Cc2nc(-c3ccccc3)cs2)CCN1C1CCCC1 (stereo unspecified)	-2.2	-1.2	23	64*	4	-6	0.6	-0.8	-10
COCCN(C(=O)CCc1ccccc1OC)c1nnc(-c2cccnc2)s1	-0.6	-2.0	-40	48	-4	-6	2.2	6.5	-4
Cn1c(=O)c2c(nc(CN3CCOCC3)n2CC(O)CO)n(C)c1=O (stereo unspecified)	0.6	-4.6	-1	-14	-4	-2	-0.6	-0.8	2
Cc1ccc2[nH]c3c(=O)n(CC(=O)N4CCN(C)CC4)ncc3c2c1	6.1	-3.0	13	-3	3	-4	-0.3	0.3	9
COc1ccc(NC(=O)CN2CCC(NC(=O)c3ccco3)CC2)c([N+](=O)[O-])c1	0.3	-2.0	-23	43	-9	-7	1.1	0.8	-8
CC(C)c1nc(NCCO)c(C#N)c2c1CCCC2	0.4	-1.5	-29	2	-4	-7	-2.5	-1.3	-1
Cc1cc(-c2csc(N)n2)c(C)n1Cc1ccccc1	-1.4	-0.9	-3	24	-9	-19	-1.2	0.3	2
O=C(Nc1ccn(Cc2ccccc2F)n1)c1ccc(COc2ccccc2Cl)cc1	-3.0	-2.0	-8	17	-8	-7	6.5	4.2	-10
COc1ccc(/C=C/C(=O)ONC2=NCCCCC2)cc1OC	-4.2	-1.3	-14	15	4	-14	-0.4	-0.2	-1
Cc1ccc(N/N=C(\Cc2nc3ccccc3[nH]2)c2ccccc2)cc1	-1.9	-4.9	-5	2	/	0	-1.3	-0.6	-7
COc1ccc(OC)c(-n2c(C)ccc2-c2ccc(S(C)(=O)=O)cc2)c1	-4.3	-1.8	-17	12	4	0	-1.2	0.2	-2
Cc1ccc(CCNC(=O)c2nc(CS(=O)(=O)c3ccc(Cl)cc3)no2)cc1	-1.9	-2.9	-33	40	-1	1	6.2	8.4	-5

Whole records, quoted from the list. Order of values: VIM-2 inh	IMP-1 inhibitor	DNA FID counter	PHOSPHO1 inh	GalR3 antag	GPR7 antag	OXTR agonist	V1aR counter	NS3 helicase inh
Shown for Cn1c(=O)c2c(nc(CN3CCOCC3)n2CC(O)CO)n(C)c1=O (stereo unspecified) → 0.6	-4.6	-1	-14	-4	-2	-0.6	-0.8	2
Shown for COCCN(C(=O)CCc1ccccc1OC)c1nnc(-c2cccnc2)s1 → -0.6	-2.0	-40	48	-4	-6	2.2	6.5	-4
